M18AAP inhibitor – blocks P. falciparum M18 aspartyl aminopeptidase; recombinant PfM18AAP, H-Glu-NHMec fluorogenic cleavage; inhibition, % at 7.35 µM; hit rate 1.2% among 290,000;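 active means inhibition above the campaign mean inhibition over all tested compounds plus 3 SD, cut at about 28% in these data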;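 further: 0% = plate median of test compound wells and 100% = 2 mM ZnCl2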
MEKK3 PB1 HTS – modulators (inhibitors or enhancers) of MEK5 binding to human MEKK3 PB1 domain; Q99759; bead-based flow cytometry, Alexa488-MEK5 binding to MEKK3; actives lie on both sides; 0 = blocked by unlabeled MEK5, 100 = vehicle; binding response (% of control), % at 10 µM; hit rate 1.4% among 290,000;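 active means binding response more than 3 SD above or below the average of its plate-row segment, actives on both sides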;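 further: Alexa488 bead fluorescence after subtracting the streptavidin-only scavenger bead signal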
OXTR ag – human OXTR agonism. hit rate 0.32% among 320,000. AID 2435. CHO-OTR cells, Fluo-8 calcium fluorescence; normalized: DMSO 0%, oxytocin 100%. activation, % at 3 µM. P30559;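 active means activation above the mean of all tested compounds plus 3 SD, cutoff set per screening run, cut at about 20% in these data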;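 further: peak over basal fluorescence ratio from a 100 s FLIPR kinetic read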
Target sequence (P30559 whole entry, looked up): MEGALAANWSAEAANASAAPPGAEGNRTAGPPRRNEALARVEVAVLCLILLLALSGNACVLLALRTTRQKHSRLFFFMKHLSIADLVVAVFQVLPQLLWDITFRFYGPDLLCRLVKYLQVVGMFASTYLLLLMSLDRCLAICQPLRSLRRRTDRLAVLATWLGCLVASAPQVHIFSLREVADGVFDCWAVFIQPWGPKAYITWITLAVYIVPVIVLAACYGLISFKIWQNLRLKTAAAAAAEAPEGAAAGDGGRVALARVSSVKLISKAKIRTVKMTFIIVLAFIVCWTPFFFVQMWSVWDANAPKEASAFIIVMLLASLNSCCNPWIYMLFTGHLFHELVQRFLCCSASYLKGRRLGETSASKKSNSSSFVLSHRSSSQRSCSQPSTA
GPR7 antagonist – antagonists of human GPR7 (neuropeptides B/W receptor 1) | P48145 | GPR7-expressing cells, fluorescence antagonist assay | inhibition, % at 4.4 µM | hit rate 1.1% among 290,000 | AID 1861; in the data active means inhibition above about 16%, passing the limit was not always enough;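 further: cells stimulated with the agonist NPW; 0% = agonist with vehicle and 100% = vehicle without agonist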
Target sequence (P48145 whole entry, looked up): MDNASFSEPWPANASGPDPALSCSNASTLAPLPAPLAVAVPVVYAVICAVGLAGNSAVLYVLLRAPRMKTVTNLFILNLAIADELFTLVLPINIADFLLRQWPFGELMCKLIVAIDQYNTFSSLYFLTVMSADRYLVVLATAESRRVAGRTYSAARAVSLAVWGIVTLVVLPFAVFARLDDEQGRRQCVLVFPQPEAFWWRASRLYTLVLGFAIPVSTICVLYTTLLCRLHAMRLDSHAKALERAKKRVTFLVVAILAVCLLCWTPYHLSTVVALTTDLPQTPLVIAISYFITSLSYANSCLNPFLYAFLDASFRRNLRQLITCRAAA
MEKK2wt PB1 HTS – raises or lowers MEK5 binding to wildtype human MEKK2 PB1 domain | AID 1531 | bead flow cytometry, Alexa488-MEK5 binding to MEKK2 WT; actives lie on both sides | Q9Y2U5 | hit rate 1.1% among 290,000 | binding response (% of control), % at 10 µM; in the data active means binding response below about 67% or above about 130%
PHOSPHO1 inh – inhibitors of human PHOSPHO1 phosphatase; Q8TCT1; recombinant PHOSPHO1, absorbance phosphatase assay; inhibition, % at 13.3 µM; hit rate 1.1% among 290,000; in the data active means inhibition above about 60%
Target sequence (Q8TCT1 whole entry, looked up): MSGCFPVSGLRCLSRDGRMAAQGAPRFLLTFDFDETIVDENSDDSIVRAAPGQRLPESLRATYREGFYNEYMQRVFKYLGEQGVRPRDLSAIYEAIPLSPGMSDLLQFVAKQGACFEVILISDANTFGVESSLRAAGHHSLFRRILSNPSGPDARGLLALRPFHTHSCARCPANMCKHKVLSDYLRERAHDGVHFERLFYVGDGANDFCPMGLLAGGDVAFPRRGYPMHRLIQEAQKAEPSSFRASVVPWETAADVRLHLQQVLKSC
MEKK2mut PB1 HTS – signal of MEK5 binding to mutant human MEKK2 PB1 domain; AID 1530; hit rate 0.35% among 290,000; bead flow cytometry, Alexa488-MEK5 binding to MEKK2 mutant; percent response, % at 10 µM; in the data active means percent response above about 24%, passing the limit was not always enough; further: inactives centre near 1; some results filed as inactive read as strong as hits; reference of the scale not given here
NALP1 inh – NALP1 inhibition. inhibition, % at 10 µM. AID 2071. hit rate 0.61% among 280,000. S. cerevisiae NALP1/ASC/caspase-1 growth, X-gal OD620, 72 h; in the data active means inhibition mostly above about 24%, no sharp cut-off; inactive means mostly below about 32%; further: some compounds called inactive have numbers as strong as hits
DNA FID counter – counter-screen for HCV NS3 helicase inhibitors: DNA intercalator displacement | AID 1845 | inhibition, % at 7.9 µM | hit rate 0.17% among 290,000 | DNA fluorescent intercalator displacement, fluorescence; in the data active means inhibition above about 37%;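 further: 0% = vehicle and 100% = reference compound; higher means more ethidium bromide displaced from hairpin DNA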
The depositor's hits bear a star; · = not tested or not shown.

SMILES	M18AAP inhibitor	MEKK3 PB1 HTS	OXTR ag	GPR7 antagonist	MEKK2wt PB1 HTS	PHOSPHO1 inh	MEKK2mut PB1 HTS	NALP1 inh	DNA FID counter
Cn1c(NC(=O)c2cccs2)c(-c2cccs2)c(=O)c2ccccc21	2	98	-0.1	-6	92	7	0	11	1
Cc1ccc(S(=O)(=O)N2CCC(C(=O)N[C@@H](C)C(=O)NC3CCS(=O)(=O)C3)CC2)cc1 (stereo not given in full)	-1	110	-1.4	5	103	7	0	9	9
CCC(CC)c1nc2cc(OC)c(OC)cc2c(=O)o1	1	110	1.6	-10	108	2	7	5	-1
CCN1C(=O)[C@H]2[C@@H](c3ccccc3)N3C(=O)N(c4cccc(F)c4)C(=O)[C@@]3(CC(C)C)[C@H]2C1=O	2	103	1.4	-9	101	-47	-4	0	-23
COc1ccccc1N1CCN(Cc2nc3ccsc3c(=O)[nH]2)CC1	1	99	0.1	-7	101	23	-1	9	-3
CCOC(=O)c1[nH]c2ccc(OCC)cc2c1CCCN1C(=O)c2ccccc2C1=O	3	94	-1.8	-8	92	26	-1	27	2
Cc1ccc(S(=O)(=O)NC2=NCN(CCOC(=O)c3ccccc3)CN2)cc1	-2	96	-0.6	-6	98	-4	2	5	-15
CCOC(=O)Cc1csc(NC(=O)c2sc3nc4ccc(C)cc4cc3c2N)n1	5	95	1.6	9	93	32	-2	17	-7
O=C(COC(=O)c1c2ccccc2cc2ccccc12)Nc1ncc(C(F)(F)F)cc1Cl	-9	99	0.3	-4	95	-3	0	5	-1
CC1=Nc2ccccc2N=C(NC(=O)CSC(=S)N2CCCCC2)C1c1ccccc1 (stereo not given)	-7	72	-3.9	-6	92	33	-26	12	-10

Some of these compounds in order of their number in M18AAP inhibitor, largest number first:
Compound | M18AAP inhibitor | MEKK3 PB1 HTS | GPR7 antagonist | MEKK2wt PB1 HTS | PHOSPHO1 inh | MEKK2mut PB1 HTS | NALP1 inh
CCOC(=O)Cc1csc(NC(=O)c2sc3nc4ccc(C)cc4cc3c2N)n1 | 5 | 95 | 9 | 93 | 32 | -2 | 17
Cn1c(NC(=O)c2cccs2)c(-c2cccs2)c(=O)c2ccccc21 | 2 | 98 | -6 | 92 | 7 | 0 | 11
CCC(CC)c1nc2cc(OC)c(OC)cc2c(=O)o1 | 1 | 110 | -10 | 108 | 2 | 7 | 5

Next section:
SMILES	M18AAP inhibitor	MEKK3 PB1 HTS	OXTR ag	GPR7 antagonist	MEKK2wt PB1 HTS	PHOSPHO1 inh	MEKK2mut PB1 HTS	NALP1 inh	DNA FID counter
Cc1cc(NS(=O)(=O)c2ccc(NC(=O)CSc3nnc(-c4ccco4)n3N)cc2)nc(C)n1	4	99	0.8	-10	114	-11	19	20	-3
CCCn1c(-c2cc(OC)c(OC)c(OC)c2)nc2c1c(=O)[nH]c(=O)n2Cc1ccccc1	2	106	-2.3	-20	104	30	2	4	-37
Cc1cccc(NC(=O)C2CC(=O)OC23CCCCC3)c1 (stereo not given)	-5	93	0.4	2	102	1	4	-30	-2
CC(CN1C(C)CCCC1C)OC(=O)c1cccc(F)c1 (stereo not given)	5	105	0.1	8	110	36	10	0	-4
CC(=O)c1ccc(S(=O)(=O)NCc2ccc(C(=O)N(C)CC(=O)Nc3cccc(F)c3)cc2)cc1	2	101	1.1	-6	97	31	1	26	-19
Cc1nc(SCC(=O)NNC(=O)c2cccs2)[nH]c(=O)c1C	10	92	0.1	-5	89	-20	-15	9	7
CCOc1ccccc1N(CC(=O)NC1CCCC1)S(=O)(=O)c1ccc(C)cc1	-3	98	-1.1	-1	94	22	-4	-47	-41
CCn1c(C)nc2cc(C(=O)N/N=C/c3ccc(OC)cc3)ccc21	0	104	0.9	-7	98	28	-1	2	-12
Cc1cc(C(=O)N/N=C\c2cc(C(C)(C)C)c(O)c(C(C)(C)C)c2)n[nH]1	6	99	-2.3	-27	89	28	-6	19	-33
O=C(CSc1nnc(C2CC2)n1Cc1ccccc1)c1cc2ccccc2o1	9	95	-0.9	-5	96	97*	-3	3	-27
CC1CCCN(C(=O)CCc2ccccc2)C1 (stereo not given)	6	102	-1.1	-8	99	-2	-1	19	-5
O=C(C1CCN(S(=O)(=O)c2cccs2)CC1)N1CCCCC1	4	105	-0.5	-23	112	20	10	-5	-9
COc1ccccc1-n1nnnc1SCC(=O)Nc1ccccc1	-11	106	-0.1	-10	109	4	5	16	0
O=C(Nc1ccccc1N1CCCC1)c1ccccc1F	6	104	-2.0	-25	110	9	14	-3	-13
COc1cccc(CNCc2ccc(OC)c3ccccc23)c1OC	10	92	6.2	11	102	-6	7	34	15
COC(=O)c1ccc(-n2c(CCC(=O)O)ccc2-c2ccccc2)cc1	-1	99	1.5	-5	103	-1	0	13	-32
NC(=O)CSc1nc2ccccc2n1Cc1ccccc1	-1	123	-0.2	-6	104	0	0	27	-3
CC(C)CCOP(=O)(c1ccc(N(C)C)cc1)C(O)c1ccc(C(C)C)cc1 (stereo not given)	0	98	-0.8	-2	99	24	-1	-6	-42
COc1ccc(-n2c(SC)nc(O)c(Cc3ccccc3)c2=O)cc1	5	98	-0.2	-1	102	31	3	19	-4
Cc1ccc(-n2c(SCC(=O)NCc3ccc4c(c3)OCO4)nnc2-c2cccnc2)c(C)c1	-5	·	·	-2	·	34	·	1	-33

Overlap with the part before: 3 entries, then new ones.
SMILES	M18AAP inhibitor	MEKK3 PB1 HTS	OXTR ag	GPR7 antagonist	MEKK2wt PB1 HTS	PHOSPHO1 inh	MEKK2mut PB1 HTS	NALP1 inh	DNA FID counter
CC(C)CCOP(=O)(c1ccc(N(C)C)cc1)C(O)c1ccc(C(C)C)cc1 (stereo not given)	0	98	-0.8	-2	99	24	-1	-6	-42
COc1ccc(-n2c(SC)nc(O)c(Cc3ccccc3)c2=O)cc1	5	98	-0.2	-1	102	31	3	19	-4
Cc1ccc(-n2c(SCC(=O)NCc3ccc4c(c3)OCO4)nnc2-c2cccnc2)c(C)c1	-5	·	·	-2	·	34	·	1	-33
COc1cccc(NC(=O)Nc2nnc(N3CCCCC3C)s2)c1 (stereo not given)	0	114	1.4	-9	100	-14	-3	21	-19
CC(=O)c1ccc(NC(=O)Cn2cnc(S(=O)(=O)N3CCc4ccccc43)c2)cc1	-5	102	-0.4	-4	103	17	2	8	-8
CN1C(=O)[C@@H]2[C@@H]3C[C@@H]([C@H]4ON=C(c5ccccc5OCC#N)[C@@H]34)[C@@H]2C1=O	-1	103	-0.3	-6	96	33	-1	5	2
COC(=O)c1ccc(C)c(NC(=O)c2ccc(Cl)c([N+](=O)[O-])c2)c1	2	102	-3.0	-3	99	-9	0	19	-3
COC(=O)c1c(-c2cccs2)csc1NC(=O)CSc1ncnc2sc(C)c(C)c12	5	113	1.4	-1	96	50	-2	-2	1
Cc1ccccc1NC(=S)Nc1ccc2cn[nH]c2c1	8	102	-0.4	-13	102	-10	2	-12	-3
COc1cc(CC(NC(C)=O)C(=O)NC2CCN(C(=O)c3cc(OC)c(OC)c(OC)c3)CC2)cc(OC)c1 (stereo not given)	-1	86	0.8	-1	71	8	-15	-3	-27
C=CCN(CC=C)CC(O)CN(c1cc([N+](=O)[O-])ccc1OC)S(=O)(=O)c1ccccc1 (stereo not given)	4	109	0.4	8	134	-1	8	9	16
CCCc1nc2ccc(N)cc2c(=O)n1Cc1ccccc1Cl	-8	90	-0.3	-10	96	36	0	9	-5
COc1ccc(N2CCN(CCNC(=O)CCNS(=O)(=O)c3cccs3)CC2)cc1	2	95	2.1	-2	106	-7	0	24	13
CCC1=C(OC(=O)N(CC)CC)N2C(=O)OC(=NCC3CC3)[C@]2(Cc2ccccc2)[C@H]2C1=CC[C@H]1C(=O)N(CC)C(=O)[C@H]12	·	106	-3.0	·	98	35	3	·	·
CCOc1ccc(/C(O)=C2/C(=O)C(=O)N(CCCN3CCOCC3)C2c2ccc(F)cc2)cc1C (stereo not given)	5	103	-0.8	0	99	42	1	-4	-34
Cc1cc(=O)oc2cc(OCC(=O)N/N=C/c3ccccc3O)ccc12	-1	100	0.6	-4	96	22	-4	-10	-14
COc1cccc2c(=O)cc(C)n(CC(=O)Nc3ccc(Br)cc3)c12	-2	93	0.8	-9	93	28	-13	6	-3
CCOC(=O)CSc1cn2c(n1)CCC2	0	110	1.1	-11	113	2	7	-23	3
CCC(C)[C@@H](C(=O)Nc1ccc(OC)c(OC)c1)N1Cc2ccccc2C1=O (stereo not given in full)	-5	106	-1.6	-5	104	13	3	26	-31
[O-][n+]1ccc(C(O)c2ccccc2)cc1 (stereo not given)	-3	98	0.2	-2	99	30	0	-12	0
CC(C)(C)c1ccc(OCCCn2ccnc2)cc1	3	102	3.0	-2	115	-1	7	8	14
CCOC(=O)/C=C/C(=O)OCC(=O)Nc1ccc([N+](=O)[O-])cc1	3	108	3.5	-5	103	40	-1	·	8
CN(CCCC(=O)Nc1ccccc1)S(=O)(=O)c1ccc(Cl)cc1	-2	102	0.2	6	101	10	2	29	-22
CCCCn1c2ccc(F)cc2c2nnc(SCCN3CCOCC3)nc21	16	97	·	1	101	9	-3	1	-32
Cc1ccc(S(=O)(=O)N(CC(=O)N/N=C/c2ccccc2C(=O)O)c2cc(Cl)cc(Cl)c2)cc1	-12	96	-1.0	-3	96	40	-3	7	-28
CC(NC(=O)c1ccc2ccccc2n1)c1ccc(Br)cc1 (stereo not given)	-4	102	-0.6	-11	95	14	-2	12	-24
COc1ccc(CCNC(=O)CNCC2CCCCC2)cc1OC	-1	103	-0.1	0	107	28	6	13	1
CCNc1nc(NCC)nc(N/N=C/c2ccc(N(C)C)cc2)n1	7	90	0.2	7	90	32	-9	-7	-3
COc1ccc(NC(=O)Cn2nnc(C(=O)NCCc3ccccc3)c2N)c(OC)c1	-2	101	1.8	-4	102	7	0	12	-22
O=C(O)c1ccc2c(c1)C1C=CCC1C(c1cc3c(cc1Br)OCO3)N2 (stereo not given)	-12	100	-1.6	-1	98	14	-6	8	-23
CCOC(=O)C(=O)c1c(-c2ccccc2)nc2ccccn12	2	97	-0.3	-10	86	32	-15	29	-4
CCOC(=O)COn1c(-n2nc(C)cc2C)nc2ccccc2c1=O	1	102	-1.5	4	99	28	4	-3	-13
CC(C)c1ccc(-c2nn(-c3ccccc3)cc2C2C(C#N)=C(N)OC3=C2C(=O)CC(C)(C)C3)cc1 (stereo not given)	-6	100	-0.8	-8	95	24	-2	2	-29
O=C(CCc1nnc2ccc(NCc3ccc(F)cc3)nn12)NC1CCCC1	-7	104	-1.9	4	99	20	4	0	-30
CCc1cccc(C)c1NC(=O)COn1nnc2ccc(C(F)(F)F)cc21	0	110	-2.2	-9	105	2	2	11	-15
O=C(Nc1cccc(S(=O)(=O)N2CCCC2)c1)C1CCCN1C(=O)c1cccs1 (stereo not given)	-5	96	0.0	-1	98	2	1	·	-12
O=C(CCS(=O)(=O)c1cccs1)NC1CCCCCC1	0	118	0.4	-10	116	8	3	2	5
O=c1cc(CSc2n[nH]c(=O)n2C2CC2)c2ccc(O)cc2o1	3	93	-0.1	-9	96	27	-19	·	-7
COc1ccc(N(CCCN2C(=O)c3cccc4cccc(c34)C2=O)C(=O)c2cccs2)cc1	-5	92	-0.3	-8	92	3	-3	30	-1
Cc1cc(Cl)cc2c(N=Nc3ccccc3C(=O)O)c(O)[nH]c12	-1	98	-1.1	0	96	6	1	16	-5
CCOc1cc(S(=O)(=O)n2ccc(C)n2)ccc1Br	-8	105	-0.7	-11	99	24	-1	8	-16
COc1cnn(-c2cccc(C)c2)c(=O)c1Cl	-5	88	-0.2	-5	94	8	1	0	-1
CCOC(=O)c1ccc(N(C(=O)CNC(=O)c2ccco2)C(C(=O)NCC2CCCO2)c2ccc(OC)c(OC)c2)cc1 (stereo not given)	-1	100	0.1	-7	99	36	1	22	-42
CSc1ccc(CNc2nc3ccccc3n3cnnc23)cc1	4	96	0.7	-9	91	0	-6	0	-1
Fc1ccc(-c2csc(-c3cccnc3)n2)cc1F	4	103	-2.4	6	101	31	3	8	-13
Cn1nc(C(F)(F)F)c(-c2ccc(Br)cc2)c1NC(=O)c1nccnc1C(=O)O	-9	116	0.9	6	105	23	13	·	-21

From PubChem
